Assay outcomes from PubChem.
PME-1 inh: PME-1 inhibitors via competitive probe labeling, primary screen, biochemical, fluorescence polarization, FP-Rh probe, HTS | Protein phosphatase methylesterase 1 (Homo sapiens), Q9Y570 | inhibition, % at 5.9 µM | recombinant PME-1 | 320,000 compounds, 0.53% hits;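 active means inhibition above the campaign mean of all compounds plus 3 SD, cut at about 26% in these data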;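 further: competitive labeling of PME-1 active site by serine hydrolase directed probe; 0% = PME-1 with DMSO and 100% = wells lacking PME-1 enzyme; inhibitors block probe labeling so polarization falls and inhibition rises; many of its hits are not listed in these tables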
Target sequence (Q9Y570 whole entry, looked up): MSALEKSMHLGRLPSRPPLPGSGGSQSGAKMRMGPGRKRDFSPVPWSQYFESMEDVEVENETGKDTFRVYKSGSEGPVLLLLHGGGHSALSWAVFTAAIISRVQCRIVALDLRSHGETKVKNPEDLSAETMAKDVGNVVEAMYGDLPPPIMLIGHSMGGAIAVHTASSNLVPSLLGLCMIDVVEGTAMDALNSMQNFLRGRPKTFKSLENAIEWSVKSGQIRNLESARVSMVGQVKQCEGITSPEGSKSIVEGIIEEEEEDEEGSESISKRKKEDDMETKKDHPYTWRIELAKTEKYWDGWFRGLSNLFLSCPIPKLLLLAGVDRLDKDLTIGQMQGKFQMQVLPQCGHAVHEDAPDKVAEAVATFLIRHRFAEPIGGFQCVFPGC
Fam108B counter: mouse Fam108B serine hydrolase inhibitors, primary screen, counter-screen for RBBP9 inhibitor project, biochemical, fluorescence polarization. AID 1947, 2009. 300,000 compounds, 0.33% hits. inhibition, % at 9.51 µM. recombinant Fam108B, FP-Rh probe fluorescence polarization;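 active means inhibition above the screen mean inhibition plus 3 SD, computed separately per campaign, cut at about 18% in these data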;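 further: inhibitors lower polarization as less probe binds the enzyme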
GSTO1 counter: inhibitors of recombinant GSTO1, primary screen, counter-screen for RBBP9 inhibitor project, biochemical, fluorescence polarization. activity-based probe fluorescence polarization. inhibition, % at 5.96 µM. 300,000 compounds, 1.1% hits. AID 1974, 2009;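 active means inhibition above the campaign mean inhibition plus 3 SD, cut at about 35% in these data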;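 further: 0% = GSTO1-1 with DMSO and 100% = wells lacking GSTO1-1 enzyme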
MEX-5 binding: MEX-5 zinc finger RNA-binding disruptors – biochemical, C. elegans, fluorescence polarization, MLPCN library, primary screen. Zinc finger protein mex-5 (Caenorhabditis elegans), Q9XUB2. MEX-5/FITC-TCR2 RNA binding; hits give low values. activity score (negative = inhibition of binding), % at 10 µM. 300,000 compounds, 0.38% hits;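 active means inhibition past about -25% in most replicates, and total fluorescence under double the plate's negative control median, limit read from the data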;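 further: 0% = DMSO and -100% = 5 µM competing unlabeled TCR2 RNA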
MCL1 BIM primary: inhibitors of MCL1 binding to BIM-BH3, primary screen, biochemical, fluorescence polarization; Induced myeloid leukemia cell differentiation protein Mcl-1 (Homo sapiens), Q07820; AID 2057, 2009; GST-MCL1 / FITC-Bim-BH3 fluorescence polarization; inhibition, % at 10.9 µM; 320,000 compounds, 0.68% hits;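 active means inhibition above the mean inhibition of all tested compounds plus 3 SD, set per campaign, cut at about 40% in these data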;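 further: 0% = DMSO wells and 100% = unlabeled Bim-BH3 peptide control; higher means more loss of mP so more displacement of Bim peptide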
Target sequence (Q07820 whole entry, looked up): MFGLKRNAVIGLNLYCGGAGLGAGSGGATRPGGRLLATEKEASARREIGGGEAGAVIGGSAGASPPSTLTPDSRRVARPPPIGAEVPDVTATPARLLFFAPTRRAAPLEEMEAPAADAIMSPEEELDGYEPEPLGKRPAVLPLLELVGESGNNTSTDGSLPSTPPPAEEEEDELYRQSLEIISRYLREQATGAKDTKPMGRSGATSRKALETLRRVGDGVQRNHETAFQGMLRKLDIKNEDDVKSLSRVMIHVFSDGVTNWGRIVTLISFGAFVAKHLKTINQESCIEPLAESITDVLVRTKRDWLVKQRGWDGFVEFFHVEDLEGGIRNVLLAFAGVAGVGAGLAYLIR
BCLXL inh: inhibitors of human Bcl-xL, primary screen, biochemical, fluorescence polarization, HTS. GST-Bcl-xL / FITC-Bim BH3 peptide fluorescence polarization. AID 2129, 2009. 320,000 compounds, 0.7% hits. inhibition, % at 10.9 µM;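 active means inhibition above the mean of all tested compounds plus 3 SD, cutoff set per campaign, cut at about 30% in these data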;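 further: 0% = DMSO wells and 100% = unlabeled Bim-BH3 peptide competitor; inhibitors lower millipolarization by displacing the labeled peptide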
Target sequence (Q07817 whole entry, looked up): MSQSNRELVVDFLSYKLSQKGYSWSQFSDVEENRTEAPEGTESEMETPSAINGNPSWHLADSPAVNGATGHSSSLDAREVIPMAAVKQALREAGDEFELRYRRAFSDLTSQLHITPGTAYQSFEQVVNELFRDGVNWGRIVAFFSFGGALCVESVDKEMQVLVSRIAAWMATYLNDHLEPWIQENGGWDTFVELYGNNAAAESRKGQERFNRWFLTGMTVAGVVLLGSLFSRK
PAD4 FP inh: human PAD4 inhibitors, primary screen, biochemical, fluorescence polarization, 1536-well format; inhibition, % at 6.36 µM; Protein-arginine deiminase type-4 (Homo sapiens), Q9UM07; 330,000 compounds, 0.41% hits; AID 485272, 2010; recombinant PAD4, RCA probe fluorescence polarization;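 active means percent inhibition above a cutoff equal to the mean of all tested compounds plus 3 SD, cut at about 15% in these data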;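 further: 0% = PAD4 with RCA probe and DMSO and 100% = probe without PAD4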
TPT1 inh: Candida albicans TPT1 enzyme inhibitors, primary screen, biochemical, fluorescence polarization; tRNA 2'-phosphotransferase TPT1 (Candida albicans SC5314); recombinant caTPT1, FP RNA substrate dephosphorylation; inhibition, % at 5 µM; 300,000 compounds, 0.81% hits; AID 1962, 2009;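 active means inhibition above the mean of all tested compounds plus 3 SD, set per screening campaign, cut at about 24% in these data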;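 further: plate controls were DMSO alone for no effect and ferristatin control at 100 nM for full effect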
GLD-1 TGE inh: GLD-1/TGE RNA complex disruptors, primary screen, biochemical, fluorescence polarization | inhibition, % at 5.96 µM | 320,000 compounds, 0.44% hits | purified GLD-1 + fluorescein TGE RNA | Female germline-specific tumor suppressor gld-1 (Caenorhabditis elegans), Q17339;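 active means percent inhibition above a per-plate cutoff, the plate mean of test compounds plus 3 SD, cut at about 30% in these data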;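 further: 0% = DMSO wells with GLD-1 and probe and 100% = wells lacking GLD-1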
Active calls of the source: *; / = no result given. Some of the compounds tested, so the mix of outcomes need not match the whole.

Start of the data: the first 9 entries, ahead of the listing:
SMILES	PME-1 inh	Fam108B counter	GSTO1 counter	MEX-5 binding	MCL1 BIM primary	BCLXL inh	PAD4 FP inh	TPT1 inh	GLD-1 TGE inh
COc1ccc(N(C(=O)CCl)C(C)(C(=O)Nc2c(C)cccc2C)c2ccccn2)cc1 (stereo not drawn)	3	-1	1	-30*	1	2	-6	2	0
CCCN1CCN(CCCNC(=O)c2ccc(CS(=O)c3ccc(OC)cc3)o2)CC1 (stereo not drawn)	1	4	5	-1.8	7	9	2	-1	5
COc1ccc(-c2cnc3nc[nH]c(=O)c3n2)cc1	-1	-1	-8	0.6	2	4	-4	3	2
CCOC(=O)CC(=O)CSc1ccc2nnc(-c3ccccc3)n2n1	-1	-1	15	-2.3	15	13	1	2	4
O=C(NCCCN1CCN(c2ccccc2F)CC1)Nc1ccc(F)cc1	-1	0	0	3.8	0	5	-1	-3	10
COc1ccc(-c2csc(Cc3nnc4n3CCCCC4)n2)cc1OC	0	-2	7	0.2	1	1	-4	2	-1
Cc1ccc(NC(=O)Nc2cccnc2)cc1	-1	2	2	0.4	9	3	-2	2	8
Cc1ccc(NN=C2C(=O)OC(C)(C)OC2=O)c(C)c1	3	-3	-4	-0.6	6	5	2	2	-4
O=C(NC1CCCCC1)n1c(=O)oc2ccccc21	-4	1	-1	-0.4	9	9	0	0	1

The whole of this part, repeating the preview:
SMILES	PME-1 inh	Fam108B counter	GSTO1 counter	MEX-5 binding	MCL1 BIM primary	BCLXL inh	PAD4 FP inh	TPT1 inh	GLD-1 TGE inh
COc1ccc(N(C(=O)CCl)C(C)(C(=O)Nc2c(C)cccc2C)c2ccccn2)cc1 (stereo not drawn)	3	-1	1	-30*	1	2	-6	2	0
CCCN1CCN(CCCNC(=O)c2ccc(CS(=O)c3ccc(OC)cc3)o2)CC1 (stereo not drawn)	1	4	5	-1.8	7	9	2	-1	5
COc1ccc(-c2cnc3nc[nH]c(=O)c3n2)cc1	-1	-1	-8	0.6	2	4	-4	3	2
CCOC(=O)CC(=O)CSc1ccc2nnc(-c3ccccc3)n2n1	-1	-1	15	-2.3	15	13	1	2	4
O=C(NCCCN1CCN(c2ccccc2F)CC1)Nc1ccc(F)cc1	-1	0	0	3.8	0	5	-1	-3	10
COc1ccc(-c2csc(Cc3nnc4n3CCCCC4)n2)cc1OC	0	-2	7	0.2	1	1	-4	2	-1
Cc1ccc(NC(=O)Nc2cccnc2)cc1	-1	2	2	0.4	9	3	-2	2	8
Cc1ccc(NN=C2C(=O)OC(C)(C)OC2=O)c(C)c1	3	-3	-4	-0.6	6	5	2	2	-4
O=C(NC1CCCCC1)n1c(=O)oc2ccccc21	-4	1	-1	-0.4	9	9	0	0	1
COc1cc(C(=O)N2CCN(c3cccc(C)c3C)CC2)ccc1OCC(=O)N1CCOCC1	5	/	/	/	3	2	0	/	-4
O=c1[nH]n(-c2ncnc3c2cnn3-c2ccccc2)c(=O)c2ccccc12	-1	2	9	-39*	9	8	-2	1	6
O=S(=O)(c1ccc(Br)c2nsnc12)N1CCOCC1	0	3	26	-1.2	0	2	-2	-4	4
Cc1nn(Cc2ccccc2)c(Cl)c1C(=O)OCc1nnc(-c2ccccc2)o1	1	2	1	2.0	2	0	0	-1	1
Cc1ccc(C2C3=C(CC(C)(C)CC3=O)NC3=C2C(=O)CC(C)(C)C3)o1	-9	1	-5	0.7	-3	3	0	-2	8
Cc1ccc(C)c(N2CCN(C(=O)c3cc4c(C)nc5ccccc5c4o3)CC2)c1	-1	0	0	0.5	5	14	-1	-4	0
OC(COCc1ccc2c(c1)OCO2)CN1CCC(Cc2ccccc2)CC1 (stereo not drawn)	-2	3	15	-1.4	8	8	-6	1	-3
Cc1ccccc1C(=O)NC(CC(C)C)C(=O)Nc1cccc(S(=O)(=O)N(C)C)c1 (stereo not drawn)	1	-1	2	0.9	1	0	-2	-1	0
O=C1OC(Nc2ncccn2)c2ccccc21 (stereo not drawn)	-1	3	1	1.1	-6	-7	7	5	7
CC(C)(C)OC(=O)N1CCC[C@H]1c1nnc(SCc2ccccc2Cl)o1	-7	3	-4	-2.9	3	-3	-2	-2	5
Cc1ccc(-c2nc(N)sc2-c2ccccc2)cc1C	-7	-2	-7	0.8	4	2	2	-1	11
COC(=O)C1=Cc2cc(OC)cc([N+](=O)[O-])c2OC1N1CCOCC1 (stereo not drawn)	9	0	10	-1.9	17	7	-1	4	-1
COc1ccc(CC(=O)OCC(=O)NCc2ccco2)cc1OC	1	0	8	2.3	-9	0	-2	2	2
CCCc1nc2ccc([N+](=O)[O-])cc2[nH]1	3	5	5	2.2	-15	-10	-10	29*	-10
CN(C)S(=O)(=O)c1cccc(C(=O)OCC(=O)NCc2ccccc2)c1	5	-2	2	-1.1	1	-4	-2	1	3
O=C(Nc1cccc(S(=O)(=O)NC2=NCCC2)c1)C1CC(=O)N(c2ccc3c(c2)OCCO3)C1 (stereo not drawn)	4	-2	2	-0.1	4	-2	1	-1	-2
Additional results follow.
SMILES	PME-1 inh	Fam108B counter	GSTO1 counter	MEX-5 binding	MCL1 BIM primary	BCLXL inh	PAD4 FP inh	TPT1 inh	GLD-1 TGE inh
CCOc1ccccc1NC(=O)Cn1[nH]c(=O)c2ccccc2c1=O	-15	-6	-4	/	-1	4	3	1	4
CCCCn1c(N)c(N(CCOC)C(=O)c2oc3ccc(OCC)cc3c2C)c(=O)[nH]c1=O	2	1	-2	-0.1	-5	0	-1	6	-4
Cc1c(N=Cc2ccc(Cl)o2)c(=O)n(-c2ccccc2)n1C	4	4	-4	0.0	3	7	-4	6	1
CSc1nc(N)nc(SCC(=O)C23CC4CC(CC(C4)C2)C3)c1C#N	-9	-4	-12	1.9	3	4	-1	1	5
O=C(CN1C(=O)c2cccc3cccc1c23)NCc1ccccn1	-3	-2	1	-0.9	2	4	-5	-3	7
COc1cc(-c2csc(CCn3nc(C)cc3C)n2)cc(OC)c1OC	5	5	5	0.2	8	7	-1	-3	5
COc1ccccc1-n1nnnc1SCC(=O)NCC1(N2CCOCC2)CCCCC1	4	/	/	/	1	-1	1	/	5
Cc1nc(SCC(=O)NCc2ccco2)c2oc3ccccc3c2n1	6	0	-15	-0.4	12	0	-2	2	4
COc1cccc(NC(=O)c2ccc(-n3cccn3)nc2)c1	-8	-2	-9	-1.1	7	1	4	1	6
CCC(OC(C)=O)c1cc2c(cc1[N+](=O)[O-])OCCO2 (stereo not drawn)	-3	-2	6	-2.9	4	2	0	0	6
COc1ccc(NC(=O)C2C3C=CC4(CN(Cc5cccnc5)C(=O)C24)O3)c(OC)c1 (stereo not drawn)	-3	-1	5	-1.0	7	1	0	-3	-1
O=C(CN1C(=O)COc2ccc(S(=O)(=O)N3CCCC3)cc21)NCc1ccccn1	-6	-2	3	-0.4	4	-3	-3	-2	2
CC1=C(C(=O)OCc2ccccc2)C(c2ccc([N+](=O)[O-])cc2)NC(=O)N1 (stereo not drawn)	4	0	-5	2.2	4	6	-4	0	4
CCCCn1c(SCc2cccc([N+](=O)[O-])c2)nc2ccsc2c1=O	-1	-5	4	-2.1	-1	-2	-8	1	3
O=C(COC(=O)c1ccc(OC(F)F)cc1)NCCNC(=O)COC(=O)c1ccc(OC(F)F)cc1	-3	-1	3	0.4	-15	-8	-3	1	2
O=S1(=O)CC(O)C(N(CCO)C(=S)Nc2ccccc2)C1 (stereo not drawn)	-5	-1	8	-1.7	6	3	-3	-3	-1
CCOC(=O)c1cnc2c(Cl)cc(Cl)cc2c1NCCOCCO	-5	-5	-9	1.3	-9	-3	-1	4	-2
N#CCSc1nnc2c(Cl)cc(Cl)cn12	1	2	-2	0.4	5	2	-2	2	-4
CCc1cc(SC#N)cc(C)c1NC(=O)CCl	0	-1	72*	-0.1	-6	3	21*	-1	-1
CCOC(=O)C1=C(C)N(C)C(=S)NC1c1ccc(Cl)cc1Cl (stereo not drawn)	-3	4	3	-3.1	5	5	0	-5	1
CCc1cccc(C)c1NC(=O)c1cccnc1	2	-1	9	1.4	5	10	3	-4	9
COc1ccc(-c2nc(C#N)c(N3CCC(C)CC3)o2)cc1	3	7	0	-0.2	-1	6	-4	-2	1
CCCCN(CC)CCNC(=O)c1cn(-c2ccc(Cl)cc2)c(=O)c2ccccc12	-3	-3	0	3.9	4	2	-5	-2	2
COc1ccc(-c2nc(C#N)c(NCCCn3ccnc3)o2)cc1OC	6	4	-2	0.8	9	0	5	-5	4
Clc1ccc(-c2noc(CSc3nnc(Cc4cccs4)n3-c3ccccc3)n2)cc1	9	2	13	0.0	-1	0	-2	1	-2
(continued)
SMILES	PME-1 inh	Fam108B counter	GSTO1 counter	MEX-5 binding	MCL1 BIM primary	BCLXL inh	PAD4 FP inh	TPT1 inh	GLD-1 TGE inh
Fc1ccc(-n2nnnc2-c2ccccc2Cl)cc1	-3	1	7	1.4	-4	5	-1	-1	3
CC1CCCCC1NC(=O)COc1ccccc1C#N (stereo not drawn)	-2	/	/	/	-5	-1	-1	/	6
O=C(NCCCO)c1cc([N+](=O)[O-])cc2c1C=Cc1ccccc1O2	1	0	4	-1.9	-20	-4	2	3	3
CC(=O)Nc1ccc(Nc2nc(-c3sc(NC(C)=O)nc3C)cs2)cc1	5	2	2	-0.1	12	1	-3	0	8
S=C1NCN(Cc2cccnc2)CN1Cc1ccccc1	2	3	-4	-0.9	9	6	-4	0	11
COCCNS(=O)(=O)c1cc(C)c(C)cc1C	0	-3	-2	-1.5	15	10	-5	-1	-1
COc1ccc(NC(=O)CCCn2c(=O)oc3ccccc32)cc1Cl	-9	0	-5	1.0	-26	3	0	0	1
COc1ccc(NC(=O)CC(c2ccc(F)cc2)c2ccc(OC)cc2)cc1 (stereo not drawn)	-3	-1	-7	0.0	-6	-1	-5	0	0
CNC(=O)COC(=O)/C=C/c1cn(-c2ccccc2)nc1-c1ccc2c(c1)OCCO2	-10	-5	-3	3.0	1	-1	-5	0	-1
O=C(CN(c1ccc(F)cc1)S(=O)(=O)c1ccccc1)Nc1ccccc1C(=O)O	-6	-5	-25	1.6	-16	-9	-9	-3	-8
CCN=C1SC(CC(=O)NC2CCCCC2)C(=O)N1CC (stereo not drawn)	-4	-3	-3	-1.1	0	1	-1	-1	4
